# High-throughput results from PubChem.
# NR1D1 modulator: Rev-erb alpha (human) modulation; P20393; Rev-erbα–FITC-DNA binding, fluorescence polarization, 90 min; activity, % at 10 µM; actives 0.79% (n = 370,000); AID 1259318;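 active means activity above about 14%, limit read from the data; passing the limit was not always enough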;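 further: 0% = DMSO wells with 35 nM protein and 100% = DMSO wells with 750 nM protein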
# LEDGF integ inh: blocks HIV-1 LEDGF/p75-dependent DNA integration; TR-FRET IN-LEDGF/p75 DNA integration, Eu/Cy5; inhibition, % at 3.7 µM; actives 0.64% (n = 370,000);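 active means inhibition above the screen-wide mean plus 3 SD, cut at about 13% in these data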;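 further: signal is the Cy5 over europium emission ratio at 671 and 618 nm; 0% = plate median of compound wells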
# TCR-CD3 inh: human TCR-CD3 binding inhibition; TAMRA-labeled TCR probe fluorescence, biochemical; inhibition, % at 9.4 µM; actives 0.37% (n = 360,000); AID 651800; in the data active means inhibition above about 19%;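 further: recombinant mutant TCR 2C K166C tagged with TAMRA read by polarization; 0% = receptor in buffer alone and 100% = receptor with positive control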
# rCAG RNA binder: molecules binding r(CAG) RNA repeats; AID 651821; inhibition, % at 3 µM; actives 1.3% (n = 370,000); r(CAG) RNA repeat, TO-PRO-1 dye displacement fluorescence;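 active means inhibition above the plate cutoff, the mean of all test compounds on that plate plus 3 SD, cut at about 35% in these data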;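 further: 0% = DMSO alone and 100% = 100 µM mitoxantrone as full dye displacement; higher means more dye released from RNA so lower well fluorescence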
# PRMT1 inh: blocks human protein arginine methyltransferase 1 | inhibition, % at 2.79 µM | actives 1.3% (n = 370,000) | Q99873 | AID 652257 | recombinant PRMT1, activity-based probe fluorescence polarization;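 active means inhibition above about 21% made by adding two undisclosed values, limit read from the data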
# SIAE primary: inhibitors of human sialic acid acetylesterase SIAE. actives 0.69% (n = 370,000). inhibition, % at 9.66 µM. SIAE FP-Rh probe binding, fluorescence polarization. Q9HAT2. AID 1053197;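 active means inhibition above a cutoff: mean of compounds within the control limits plus 3 SD of those, cut at about 17% in these data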;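 further: 0% = plate median of compound wells and 100% = probe without SIAE protein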
# Target sequence (Q9HAT2 whole entry, looked up): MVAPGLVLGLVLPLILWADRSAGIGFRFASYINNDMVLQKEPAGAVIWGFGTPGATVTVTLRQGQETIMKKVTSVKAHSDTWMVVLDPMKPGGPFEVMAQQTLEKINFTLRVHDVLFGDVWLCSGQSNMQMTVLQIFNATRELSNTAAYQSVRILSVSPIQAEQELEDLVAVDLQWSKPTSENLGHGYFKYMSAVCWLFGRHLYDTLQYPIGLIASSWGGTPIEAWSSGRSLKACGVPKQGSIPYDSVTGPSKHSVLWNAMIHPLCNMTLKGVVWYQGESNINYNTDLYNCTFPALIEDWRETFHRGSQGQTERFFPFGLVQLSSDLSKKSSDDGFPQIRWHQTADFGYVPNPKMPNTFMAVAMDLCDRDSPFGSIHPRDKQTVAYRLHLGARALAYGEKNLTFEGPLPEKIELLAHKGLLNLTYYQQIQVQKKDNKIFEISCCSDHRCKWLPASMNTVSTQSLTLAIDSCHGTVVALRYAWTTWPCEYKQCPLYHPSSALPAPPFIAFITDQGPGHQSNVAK
# PG9 binder: small molecules binding HIV-1 gp120 antibody PG9 | TR-FRET gp120-PG9 antibody binding | inhibition, % at 6.7 µM | actives 0.43% (n = 360,000); in the data active means inhibition above about 8.5%
# mABHD4 FP: inhibitors of mouse ABHD4; inhibition, % at 8.92 µM; purified mABHD4, FP-Rh probe fluorescence polarization; Q8VD66; actives 0.54% (n = 370,000);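 active means inhibition exceeding the mean over every tested compound plus 3 SD, cut at about 30% in these data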;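 further: 0% = plate median of compound wells and 100% = S159A mutant with DMSO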
#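 Doses – 8.92 µM, single dose · Material – wild-type mouse ABHD4 protein · Replication – single well per compound (singlicate) · Measure – percent inhibition of probe binding, normalized to plate controls · Schedule – 45 min compound pre-incubation plus 60 min probe step, 25 °C · Detection – fluorescence polarization with parallel and perpendicular emission, 525/598 nm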
# TDP2 inh: blocks human TDP2 phosphodiesterase activity; O95551; recombinant TDP2, T5PNP hydrolysis, p-nitrophenol absorbance 415 nm; inhibition, % at 12.8 µM; actives 0.34% (n = 370,000);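 active means inhibition above the mean of all tested compounds plus 3 SD, set per campaign, cut at about 25% in these data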;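 further: 0% = DMSO with enzyme and 100% = buffer with substrate but no TDP2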
#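 Assay system: recombinant human TDP2 / Reagent: T5PNP substrate at 5 mM, a TopII-DNA adduct mimic / Measured by: epi absorbance from released p-nitrophenol / Evaluation: % inhibition relative to enzyme-containing and enzyme-free wells / Control set: enzyme-free and DMSO wells / Replicates: each compound tested once, singlicate / Schedule: enzyme reaction with compound for 2 h at 37 °C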
# HTRA1 inhibitor: HTRA1 (human) protease inhibition | Q92743 | recombinant HTRA1, FP-rhodamine activity-based probe, fluorescence polarization | inhibition, % at 5.96 µM | actives 0.5% (n = 340,000) | AID 504803; in the data active means inhibition above about 36%;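 further: 0% = enzyme with DMSO and 100% = wells lacking enzyme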
# Target sequence (Q92743 whole entry, looked up): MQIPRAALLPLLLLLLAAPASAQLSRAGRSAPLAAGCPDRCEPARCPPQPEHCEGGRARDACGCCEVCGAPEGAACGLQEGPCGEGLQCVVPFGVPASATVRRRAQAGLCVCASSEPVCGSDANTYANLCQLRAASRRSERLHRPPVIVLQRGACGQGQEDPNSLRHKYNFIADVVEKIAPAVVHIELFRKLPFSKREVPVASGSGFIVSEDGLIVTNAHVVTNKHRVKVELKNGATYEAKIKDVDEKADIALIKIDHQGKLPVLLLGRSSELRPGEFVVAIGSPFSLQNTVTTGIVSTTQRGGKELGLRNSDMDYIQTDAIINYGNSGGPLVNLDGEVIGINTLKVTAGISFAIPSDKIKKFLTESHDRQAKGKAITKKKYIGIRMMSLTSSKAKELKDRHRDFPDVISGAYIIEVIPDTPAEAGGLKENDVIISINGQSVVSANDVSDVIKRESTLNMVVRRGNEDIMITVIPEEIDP
# Active calls of the source: *; . = not tested or not shown. This is a subset, so the mix of outcomes need not match the whole.
# Start of the data: the first 3 records (preview)
Structure	NR1D1 modulator	LEDGF integ inh	TCR-CD3 inh	rCAG RNA binder	PRMT1 inh	SIAE primary	PG9 binder	mABHD4 FP	TDP2 inh	HTRA1 inhibitor
O=C(CCC(=O)c1cccs1)OCC(=O)c1ccc(F)cc1	-6	1	1	4	-3	-1	-0.2	-2	2	10
CC(O)CNc1nc2ccccc2n1CC(=O)NCCc1ccc(Cl)cc1 (configuration not stated)	3	1	6	6	-4	2	-0.9	2	-2	4
CCc1ccc(C(=O)NC(CCSC)C(=O)OC)cc1 (configuration not stated)	1	-2	9	-2	0	7	-0.1	4	2	6

# Main list (from the top)
Structure	NR1D1 modulator	LEDGF integ inh	TCR-CD3 inh	rCAG RNA binder	PRMT1 inh	SIAE primary	PG9 binder	mABHD4 FP	TDP2 inh	HTRA1 inhibitor
O=C(CCC(=O)c1cccs1)OCC(=O)c1ccc(F)cc1	-6	1	1	4	-3	-1	-0.2	-2	2	10
CC(O)CNc1nc2ccccc2n1CC(=O)NCCc1ccc(Cl)cc1 (configuration not stated)	3	1	6	6	-4	2	-0.9	2	-2	4
CCc1ccc(C(=O)NC(CCSC)C(=O)OC)cc1 (configuration not stated)	1	-2	9	-2	0	7	-0.1	4	2	6
CC1=CC(C)C(CN(CCC[N+](C)(C)C)C(=O)Nc2ccccc2)C(C)C1 (configuration not stated)	5	0	6	5	0	3	0.2	3	8	4
CCOc1ccccc1NC(=O)c1cccc2ccccc12	0	0	4	-3	-1	0	0.1	-3	-1	-2
Cc1nn(-c2ccccc2)c(N2CCCC2)c1/C=N/NC(=S)Nc1ccccc1F	-2	1	6	3	-3	7	0.2	5	13	-4
CCOc1cc2c3c(c1)C1(C(=O)N3C(C)(C)CC2C)C(C#N)=C(N)N2C(=C1C#N)Nc1ccccc12 (configuration not stated)	-5	-2	-5	9	1	-2	-1.2	2	9	-13
COc1cc(NC(=O)CN2CCN(S(=O)(=O)c3ccc(C(C)C)cc3)CC2)cc(OC)c1	0	0	-9	2	-3	0	-0.3	2	-2	-10
COc1cccc(NC(=O)CN(C)C(=O)CCN2C(=O)C3CC=CCC3C2=O)c1 (configuration not stated)	1	1	1	-2	2	4	-0.1	6	4	-2
CS(=O)(=O)N(CC(=O)N1CCOCC1)Cc1ccccc1	1	2	-7	-2	4	-1	1.8	7	7	4
CC(=O)N=C1SC2CS(=O)(=O)CC2N1Cc1ccc(C)cc1 (configuration not stated)	-3	-1	0	-3	-2	-2	0.5	7	-1	.
COCc1ccc(C(=O)OC(C)C(=O)Nc2c(C)n(C)n(-c3ccccc3)c2=O)cc1 (configuration not stated)	-3	-5	2	-1	0	2	1.3	0	11	5
CC(C)CN1CCC(=O)N(CCSc2ccc(Br)cc2)CC1	3	-1	-1	-8	-2	9	1.6	-1	2	-6
CCN1CCN(C(=O)c2ccc3nc(-c4ccccc4)c(-c4ccccc4)nc3c2)CC1	1	4	6	-7	1	-1	-1.5	-5	8	2
C=CCCC(=O)N1C[C@H]2CON(C)[C@H]2C[C@H]1c1ccccc1Br	0	-1	-3	0	2	4	1.8	5	2	8
CCCCn1c(N)c(N(CCOC)C(=O)COC(=O)CCOc2ccc(C)cc2)c(=O)[nH]c1=O	-3	-3	1	-1	-1	1	-0.4	1	8	1
CSc1nsc(SC)c1-c1ccc(Cl)cc1	11	-4	0	0	0	2	-0.8	-1	4	-2
CC(=O)C1=C(C)OC2(O)c3ccccc3C(=O)C12O (configuration not stated)	1	0	-4	-1	1	0	0.4	14	57*	.
COc1cccc(CNC(=O)CC(NC(=O)c2ccccc2)c2ccccc2)c1 (configuration not stated)	2	0	3	-2	-3	9	-2.5	-5	-15	-5
Cc1cccc(NC(=S)N(Cc2cccs2)Cc2cc3cc(C)cc(C)c3[nH]c2=O)c1	-2	0	9	-1	-4	8	0.8	-3	5	2
CN(C)S(=O)(=O)c1cccn1-c1ncc(C(F)(F)F)cc1Cl	-3	-2	0	1	1	-1	0.9	-6	-6	-14
O=C(Cc1c(F)cccc1Cl)N/N=C/c1cccnc1	0	-3	7	-3	0	1	0.6	0	-9	-5
NNc1nc(Nc2ccc([N+](=O)[O-])cc2)nc(N2CCCCCC2)n1	3	2	2	36*	2	-25	-0.8	-3	9	-49
Cc1cc(C)nc(NC(=S)Nc2cccc(F)c2)c1	7	0	-4	2	3	-5	-3.8	-1	3	3
O=S(=O)(Nc1ccccc1Cl)c1ccc2[nH]c(=S)oc2c1	2	4	6	7	7	5	-4.1	1	-6	-2
c1cncc(-c2nc(N3CCCCCC3)c3ccccc3n2)c1	-3	3	0	-2	5	-3	3.6	-12	-9	-38
O=S(=O)(Nc1ncccn1)c1ccccc1	-2	2	-1	3	3	12	-0.5	4	18	0
COc1ccc(N/C=C(\C#N)S(=O)(=O)c2ccc(Cl)cc2)c(OC)c1	-4	-4	-4	1	-4	1	-0.8	-9	14	-25
CC1N(O)C(C)(C)C(c2ccccc2)=[N+]1[O-] (configuration not stated)	-5	0	0	1	0	17	-0.9	1	10	-4
O=C(CSc1ncn[nH]1)NC1CC2CCC1C2 (configuration not stated)	-4	-2	3	3	3	-7	0.4	-7	-2	4
COc1ccc(C(=O)C23CC4CC(C2)CC(C(=O)c2ccc(OC)cc2)(C4)C3)cc1	0	0	2	-1	-1	-6	-1.9	-4	6	2
Cc1snc(SCc2cccc(Cl)c2)c1C#N	4	2	-3	2	2	-9	-3.4	-3	3	-14
CO/N=C(/CNC(=O)c1ccc(F)cc1)c1ccc(Cl)cc1	5	1	-9	1	3	2	0.1	2	-1	-6
CC(Oc1cc2oc(=O)c3c(c2cc1Cl)CCC3)C(=O)NCC1CCC(C(=O)O)CC1 (configuration not stated)	-2	0	8	2	2	-5	-1.4	-8	-11	1
CC(C)[C@@H](CSc1ccccc1)N1CCN(Cc2ccccc2)CCC1=O	1	0	-2	-8	-3	-5	-1.2	4	-5	1
Cc1cc(NS(=O)(=O)c2ccc(NC(=S)NC(=O)c3cccnc3)cc2)no1	3	26*	46*	15	4	-2	0.0	-7	-6	8
CC(=O)N1CCN(S(=O)(=O)c2cccc(C(=O)NCc3ccc(F)cc3)c2)CC1	0	-2	4	2	-3	3	0.5	4	4	8
COc1cc(CNC(=O)c2cc(-c3cc(C)cc(F)c3)n[nH]2)cc(OC)c1	3	5	-118	3	-1	-16	-0.1	-25	5	.
FC(F)Sc1ccc(-n2cc(-c3ccc(Cl)cc3)[n+]3c2CCC3)cc1	1	-1	0	2	9	-3	0.9	6	-2	-1
COC(=O)CCC(=O)OC1(C)C(=O)C=C2C=C(C3CC3)N(Cc3ccc4c(c3)OCO4)C=C2C1=O (configuration not stated)	2	0	4	9	4	1	0.2	14	16	34
COc1cc2c(cc1OC)C(C)N(C(=O)c1sc(-c3cnccn3)nc1C)CC2 (configuration not stated)	4	0	-5	-9	0	-1	-3.6	-3	2	.
C/C(CC(=O)Nc1ccc2c(c1)OCCO2)=N\NC(=O)COc1ccccc1	1	-1	-1	3	5	-2	-1.2	3	11	-11
OCC#Cc1ncc(C(F)(F)F)cc1Cl	0	-1	-4	-1	1	4	0.3	4	6	8
O=C1c2ccccc2C(c2nnnn2-c2ccc3c(c2)OCCO3)N1Cc1ccco1 (configuration not stated)	5	2	25*	3	3	16	-1.0	2	3	.
CC1=C(C(=O)OCc2ccccc2)C(c2ccccc2)NC(=O)N1CCCC(=O)O (configuration not stated)	4	-2	6	6	-1	8	-1.2	0	9	1
Nn1c(SCc2ccccc2)nnc1C1CCCCC1	-1	1	1	-2	1	-7	-1.1	0	7	5
CC1(C)Cc2c(cnn2-c2ccc(F)cc2)C(NC(=O)c2ccc(=O)oc2)C1 (configuration not stated)	0	0	-10	10	-1	3	-2.0	-6	3	-10
COc1ccc(Nc2nc(N)nc(CSc3nnc(C)s3)n2)cc1	-1	-2	1	-1	-2	-2	0.2	-2	7	-4
O=C(NC1CC1)C1CCN(C2CCN(C(=O)c3c(F)cccc3Cl)CC2)CC1	6	4	-4	0	-5	-17	-0.5	-18	10	-12
CCOc1ccc(-c2nnc(NC3=NCCCCC3)o2)cc1	1	1	-8	-1	-1	4	1.6	8	-6	-1

# Going on with the list:
Structure	NR1D1 modulator	LEDGF integ inh	TCR-CD3 inh	rCAG RNA binder	PRMT1 inh	SIAE primary	PG9 binder	mABHD4 FP	TDP2 inh	HTRA1 inhibitor
CC(=O)NCc1ccc(C(=O)COC(=O)COc2ccc(Cl)c(C)c2)s1	3	2	-1	6	-1	9	-3.0	6	7	-1
CC(=O)Nc1ccc(S(=O)(=O)N2CC(=O)NC(=O)C2)cc1	-1	-2	7	-1	-2	-2	0.3	6	3	4
CCCCN(CC)S(=O)(=O)c1ccc(C(=O)Nc2nnc(CSC)o2)cc1	-2	1	-11	27	2	2	3.7	-14	-13	-5
CCOc1nc(SC(C(C)=O)C(=O)Nc2ccccc2)nc(N(C)C)n1 (configuration not stated)	-4	1	4	5	3	5	0.0	-1	5	0
CC(C(=O)NCc1ccccc1)N1C(=O)C2CC=C(Cl)CC2C1=O (configuration not stated)	1	-4	-3	4	4	2	-0.8	10	0	8
CC(NC(=O)Cc1ccccc1)c1cc2c(cc1Br)OCCCO2 (configuration not stated)	0	-2	-6	0	2	-1	-0.8	12	-2	4
O=C(NCCCn1ccnc1)c1cc([N+](=O)[O-])cc([N+](=O)[O-])c1	-6	1	2	-3	-2	12	-0.8	11	2	4
CC(C)c1c(O)ccc2c1CC[C@H]1C(C)(C)CCC[C@]21C	6	-2	0	2	-3	-1	-1.8	0	-6	-5
COc1ccc(C(=O)c2c3ccccc3[n+]([O-])n2Cc2ccc(C(N)=O)cc2)cc1	-7	0	3	-1	3	6	0.5	4	6	-3
Cc1cc(C(=O)Oc2ccccc2C(=O)O)c(C)o1	-4	0	6	1	0	2	-0.7	-5	9	-2
CCOc1ccccc1NC(=O)c1nnn(CC(=O)Nc2cc(C)cc(C)c2)c1N	21*	-2	2	3	-5	1	-0.8	-2	0	8
CCn1cc(C(=O)NCC(C)C)c(=O)c2cc(F)c(N3CCN(C)CC3)cc21	5	8	0	-2	-7	0	-2.0	-10	7	.
CCc1ccc([C@@H]2C[C@H]3[C@@H](CN2S(=O)(=O)c2ccc(C)cc2)C(=O)C[C@@H](c2ccccc2)N3S(=O)(=O)c2ccc(C)cc2)cc1	-6	-1	3	12	-5	-5	-1.1	8	4	-10
COC(=O)c1ccc(N(CC(=O)NC2CCCC2)C(=O)c2ccc(C)s2)cc1	2	1	-5	-5	-5	1	-0.4	-1	3	1
Cc1c(C(c2ccccc2Br)c2c(C)n(C)n(-c3ccccc3)c2=O)c(=O)n(-c2ccccc2)n1C	-3	3	2	-5	1	-5	-0.8	1	2	0
